High-throughput results (PubChem)
Pf apPOL inh: Pf-apPOL DNA polymerase inhibition; 210,000 tested, 0.25% active; AID 1794808; Recombinant Pf-apPOL, molecular beacon fluorescence, 1.5 h; inhibition, % at 10 µM
mHTT CaM bind: inhibitors of human mutant huntingtin-calmodulin interaction | P42858 | AlphaScreen His-mHTT/GST-CaM binding, luminescence | inhibition, % at 15 µM | 190,000 tested, 3.6% active | AID 1671202;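 further: 0% = both proteins with DMSO and 100% = one protein alone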
* hit, by the source's call; & = joins results of further samples. No stated cut-off is given here; in the data, active means inhibition above about 50%; inactive means the rest. Some of the compounds tested (hit frequency here may not be typical).

Screening CCCC(=O)NC(Nc1cccc(Cl)c1)C(Cl)(Cl)Cl (centres undefined) returned Pf apPOL inh -0.6 and mHTT CaM bind -8.0.
Cn1ncc(NC(=O)Cc2cccc(F)c2)c(N2CCCCC2)c1=O was read as Pf apPOL inh -1.3 and mHTT CaM bind -7.5.
O=C(O)c1ccc(NS(=O)(=O)/C=C/c2ccccc2)cc1O was read as Pf apPOL inh -0.8 and mHTT CaM bind 4.3.
For CCSC1=NSC2=NC(=O)/C(=C\c3ccc(N(C)C)cc3)C(=N)N12 the results were Pf apPOL inh -4.9 and mHTT CaM bind -2.0.
For COc1cccc(C(=O)Nc2cc3c(cc2C(C)=O)OCO3)c1 the results were Pf apPOL inh 1.5 and mHTT CaM bind -2.0.
Screening CCOc1ccc(NC(=O)N2CCCC(C)(C(=O)NCc3cccc(OC)c3)C2)cc1 (centres undefined) returned Pf apPOL inh 2.7 and mHTT CaM bind -4.2.
`CCN1C(=O)Cc2ccccc2C1C(=O)NC1CCCC1` (centres undefined) gave Pf apPOL inh -3.1 and mHTT CaM bind -1.1.
`C1CCC(OCCN2CCN(CCOC3CCCCC3)CC2)CC1` gave mHTT CaM bind 3.3.
Screening COc1ccc(C)cc1NCc1ccccc1[N+](=O)[O-] returned Pf apPOL inh -2.1 and mHTT CaM bind 77.4*.
Screening CC(=O)Nc1cccc(C(=O)O)c1 returned Pf apPOL inh -6.2 and mHTT CaM bind -5.0.
COc1ccc(-c2noc(-c3ccc(F)cc3)n2)cc1OC was read as Pf apPOL inh 2.1 and mHTT CaM bind -0.7.
`Cc1ccc(N2C(=O)c3ccc(Oc4ccc([N+](=O)[O-])cc4[N+](=O)[O-])cc3C2=O)cc1` gave Pf apPOL inh -1.7 and mHTT CaM bind 23.0.
Cc1ccccc1/C=C1/SC(=Nc2ccccc2)NC1=O was read as Pf apPOL inh -1.3 and mHTT CaM bind 48.0.
Screening CC(C)c1ccc(C(=O)Nc2cc(-c3ccccn3)no2)cc1 returned Pf apPOL inh 1.7 and mHTT CaM bind 13.9.
For O=C(Nc1ccc2c(c1)OCCO2)c1cc2cc3ccc(Cl)cc3nc2o1 the results were Pf apPOL inh -3.0 and mHTT CaM bind -1.0.
O=C(NCc1n[nH]c(=O)c2ccccc12)c1cccc2ccccc12 was read as Pf apPOL inh -2.3 and mHTT CaM bind -8.2.
For Cc1c(OS(C)(=O)=O)ccc2c1OC(=Cc1ccco1)C2=O the results were Pf apPOL inh -5.4 and mHTT CaM bind 3.0.
`COc1ccc(Oc2coc3cc(OC(=O)C=Cc4ccccc4)ccc3c2=O)cc1` gave Pf apPOL inh -3.8 and mHTT CaM bind 8.6.
For Cc1ccc(C(=O)N2CCC(C(=O)NCc3ccco3)CC2)cc1 the results were Pf apPOL inh 2.8 and mHTT CaM bind 0.9.
`O=C1OC2(CCCC2)OC(=O)C1=Cc1cc(Cl)c(O)c(Cl)c1` gave Pf apPOL inh 5.1 and mHTT CaM bind 3.0.
CCc1noc(-c2cccnc2N2CCCN(Cc3ccccc3F)CC2)n1 was read as Pf apPOL inh 2.3 and mHTT CaM bind -15.6.
COc1ccc(C2=NN(C(=O)CCC(=O)O)C(c3ccc(C)cc3)C2)cc1 (centres undefined) was read as Pf apPOL inh -2.1 and mHTT CaM bind 9.0.
O=C(c1ccco1)N1CCN(CC(=O)N2CCCc3c2c(=O)oc2ccc(O)cc32)CC1 was read as Pf apPOL inh 7.6 and mHTT CaM bind 1.0.
O=C(Nc1nc(-c2ccc(Cl)cc2)cs1)c1cncc(Br)c1 was read as Pf apPOL inh 0.0 and mHTT CaM bind 53.4*.
O=C(O)CCNC(=O)/C(=C\c1ccc2c(c1)OCO2)NC(=O)c1ccccc1Cl was read as Pf apPOL inh -8.3 and mHTT CaM bind 1.0.
Screening CCc1ccc(CNC(=O)CN2CCc3ccccc3C2C(=O)N2CCCCC2)cc1 (centres undefined) returned Pf apPOL inh -1.7 and mHTT CaM bind 0.0.
Screening CC(Oc1ccc(Cl)cc1Cl)C(=O)NCCN1CCOCC1 (centres undefined) returned Pf apPOL inh -8.6 and mHTT CaM bind 1.5.
Screening O=C(O)c1ccc2c(c1)ncn2-c1ccc(F)cc1F returned Pf apPOL inh 4.7 and mHTT CaM bind -6.0.
Cc1nc(-c2cccc(C(=O)N(C)C)c2)no1 was read as Pf apPOL inh -3.6 and mHTT CaM bind -0.9.
CCOc1ccccc1NC(=O)c1ccc2c(c1)C(=O)N(CC1CCCO1)C2=O (centres undefined) was read as Pf apPOL inh -0.7 and mHTT CaM bind -1.7.

Filtered by structure, those above containing a furan ring, fused or not.
For O=C(Nc1ccc2c(c1)OCCO2)c1cc2cc3ccc(Cl)cc3nc2o1 the results were Pf apPOL inh -3.0 and mHTT CaM bind -1.0.
For Cc1c(OS(C)(=O)=O)ccc2c1OC(=Cc1ccco1)C2=O the results were Pf apPOL inh -5.4 and mHTT CaM bind 3.0.
For Cc1ccc(C(=O)N2CCC(C(=O)NCc3ccco3)CC2)cc1 the results were Pf apPOL inh 2.8 and mHTT CaM bind 0.9.
O=C(c1ccco1)N1CCN(CC(=O)N2CCCc3c2c(=O)oc2ccc(O)cc32)CC1 was read as Pf apPOL inh 7.6 and mHTT CaM bind 1.0.

(further entries)
`Cc1cc(C)c(C(=O)Nc2cccc(C(=O)Nc3ccccc3Cl)c2)c(C)c1` gave Pf apPOL inh -3.9 and mHTT CaM bind -9.3.
For CCn1cc(C(=O)O)c(=O)c2cc(F)c(N3CCN(C(=O)Cc4ccc(F)cc4)CC3)cc21 the results were Pf apPOL inh 7.7 and mHTT CaM bind -6.0.
For CCN(CC)S(=O)(=O)c1ccc2[nH]c3nc(SCc4cccnc4)nnc3c2c1 the results were Pf apPOL inh -3.0 and mHTT CaM bind 1.0.
For CCC(C(=O)Nc1ccccc1I)c1ccccc1 (centres undefined) the results were Pf apPOL inh -4.5 and mHTT CaM bind -24.0.
Screening Cc1ccc(CNC(=O)c2c(C)sc3c(=O)n(C4CCCC4)cnc23)cc1 returned Pf apPOL inh -11.4 and mHTT CaM bind -1.6.
`O=S(=O)(Nc1ccccc1Br)c1ccc2nc(-c3ccccc3)[nH]c2c1` gave Pf apPOL inh -2.4 and mHTT CaM bind 0.0.
Screening CNC(=O)N1CCCC(c2cccc(C(=O)NCc3ccc(C(C)C)cc3)c2)C1 (centres undefined) returned Pf apPOL inh -0.4 and mHTT CaM bind 13.2.
For CC(NC(=O)CCSc1ccccc1)c1ccccc1 (centres undefined) the results were Pf apPOL inh -8.2 and mHTT CaM bind -14.7.
`COc1ccc(N2CC(c3nnc(NC(=O)CCc4ccccc4)o3)CC2=O)cc1` (centres undefined) gave Pf apPOL inh -2.8 and mHTT CaM bind -6.8.
`CCCC(Oc1ccc(Br)cc1)C(=O)NN` (centres undefined) gave Pf apPOL inh -2.6 and mHTT CaM bind -4.1.
N#CC(=C1CCCCC1)c1nc(-c2cc3ccccc3oc2=O)cs1 was read as Pf apPOL inh -6.7 and mHTT CaM bind -14.0.
`Cc1ccnc(N2CCC(C(=O)N3CCC(C(N)=O)(N4CCCCC4)CC3)CC2)n1` gave Pf apPOL inh 1.2 and mHTT CaM bind 5.3.
`Cc1ccc(N2C=C(C#N)S(=O)(=O)c3ccc(F)cc32)cc1C` gave Pf apPOL inh 2.2 and mHTT CaM bind -9.2.
For c1c2c(cc3c1OCO3)OCN(CCOC13CC4CC(CC(C4)C1)C3)C2 the results were Pf apPOL inh -3.6 and mHTT CaM bind 19.0.
For CC1(C)CC(=O)c2cc(OCc3ccc([N+](=O)[O-])cc3)c(OCc3ccc([N+](=O)[O-])cc3)cc2O1 the results were Pf apPOL inh -1.6.
O=C(NCc1ccc(Cl)cc1)c1ccnc(N2CCNC(c3ccccc3)C2)c1 (centres undefined) was read as Pf apPOL inh 0.3 and mHTT CaM bind 35.5.
O=C(CSc1nc2c(cnn2-c2ccccc2)c(=O)[nH]1)Nc1ccc2c(c1)OCO2 was read as Pf apPOL inh 3.1 and mHTT CaM bind 5.0.
For COc1ccc(N2CC(C(=O)NC3CC3)CC2=O)cc1 (centres undefined) the results were Pf apPOL inh -2.5 and mHTT CaM bind -3.2.
For Cc1noc(COC2CCCN(C(=O)C3(c4ccccc4)CC3)C2)n1 (centres undefined) the results were Pf apPOL inh -3.6 and mHTT CaM bind -3.7.
CCOc1ccc(N=CC=C2OC(C)(C)C(C)(C)O2)cc1 was read as Pf apPOL inh -5.3 and mHTT CaM bind 8.0.
`COc1cc(-c2nc(C=Nc3ccccc3Br)c(O)o2)cc(OC)c1OC` gave Pf apPOL inh 1.4 and mHTT CaM bind 6.0.
CC(=O)Nc1ccccc1NC(=O)COc1ccc(C(C)(C)C)cc1 was read as Pf apPOL inh 1.9 and mHTT CaM bind 2.3.
Screening CCOc1ccc(-n2cc(-c3ccc(OCC)c(Cl)c3)[nH]c2=O)cc1 returned Pf apPOL inh 5.7 and mHTT CaM bind 19.0.
`COCCN(Cc1ccncc1)S(=O)(=O)c1cc(C)c(Cl)cc1Cl` gave Pf apPOL inh -6.9 and mHTT CaM bind -7.4.
For Cc1nc(-c2cccc(OCc3c(F)cccc3F)c2)no1 the results were Pf apPOL inh -4.6 and mHTT CaM bind -46.1.
`COc1ccccc1NC(=O)c1c(NC(=O)c2ccco2)sc2c1CCCC2` gave Pf apPOL inh 1.0 and mHTT CaM bind -1.5.
For Cc1cc(C)c2oc(=O)n(C3CCN(C(=O)COc4ccccc4)CC3)c2c1 the results were Pf apPOL inh -3.0 and mHTT CaM bind 72.9*.
`COc1cc(NC(=O)CC2SC(=N)NC2=O)cc(OC)c1` (centres undefined) gave Pf apPOL inh 2.2 and mHTT CaM bind 2.0.
`Cc1cc(N2C(=O)CSC23C(=O)Nc2ccccc23)ccc1Cl` (centres undefined) gave Pf apPOL inh 1.1 and mHTT CaM bind 5.0.
For O=C(c1ccco1)N1CCN(c2nc(CN3CCOCC3)cs2)CC1 the results were Pf apPOL inh -1.7 and mHTT CaM bind 10.2.

For convenience, some entries already given:
Cc1ccccc1/C=C1/SC(=Nc2ccccc2)NC1=O was read as Pf apPOL inh -1.3 and mHTT CaM bind 48.0.
Screening CC(C)c1ccc(C(=O)Nc2cc(-c3ccccn3)no2)cc1 returned Pf apPOL inh 1.7 and mHTT CaM bind 13.9.
For O=C(Nc1ccc2c(c1)OCCO2)c1cc2cc3ccc(Cl)cc3nc2o1 the results were Pf apPOL inh -3.0 and mHTT CaM bind -1.0.
O=C(NCc1n[nH]c(=O)c2ccccc12)c1cccc2ccccc12 was read as Pf apPOL inh -2.3 and mHTT CaM bind -8.2.

Next section:
CCCN(CCO)Cc1ccc(Br)cc1 was read as Pf apPOL inh -2.2 and mHTT CaM bind -6.5.
For COc1cccc(CN2CCN(c3cccc(C)c3C)CC2)c1OC the results were Pf apPOL inh 1.3 and mHTT CaM bind -3.7.
For Cc1ccccc1C1CC(=O)Oc2ccc(C(C)(C)C)cc21 (centres undefined) the results were Pf apPOL inh -3.9 and mHTT CaM bind -6.4.
`O=C(O)c1[nH]nc(-c2n[nH]c(C(=O)O)c2[N+](=O)[O-])c1[N+](=O)[O-]` gave mHTT CaM bind -6.5.
`CCC(=O)N1CCCN(C(=O)CN2CCc3sccc3C2c2ccccc2)CC1` (centres undefined) gave Pf apPOL inh -2.3 and mHTT CaM bind 15.4.
Screening CCOC1=NN(c2ccc([N+](=O)[O-])cc2)C(=O)/C1=C/c1ccc(Cl)cc1Cl returned Pf apPOL inh 0.0 and mHTT CaM bind 37.0.
`Cc1ccc(Cl)cc1N1CCN(C(=O)Cc2c(C(=O)O)[nH]c3ccc(Cl)cc23)CC1` gave Pf apPOL inh -0.1 and mHTT CaM bind 98.0*.
Screening COc1ccc(-c2nnc(N3CCC(C(=O)NCc4ccc(F)cc4Cl)CC3)o2)cc1 returned Pf apPOL inh -1.5 and mHTT CaM bind -3.9.
Screening COC(=O)c1ccccc1NC(=O)N1CCc2[nH]cnc2C1c1ccncc1 (centres undefined) returned Pf apPOL inh 0.9 and mHTT CaM bind 7.2.
For CCc1nc(-c2c(C)cc(C)nc2NC(=O)c2ccc(F)cc2F)no1 the results were Pf apPOL inh -2.3 and mHTT CaM bind -0.4.
`O=C(Oc1ccc2c3c(c(=O)oc2c1)CCCC3)c1ccc(Cl)cc1` gave Pf apPOL inh -3.1 and mHTT CaM bind -1.9.
Screening Cc1cc(NC(=O)CSc2ccc(NC(=O)c3ccccc3F)nn2)on1 returned Pf apPOL inh -3.0 and mHTT CaM bind -8.4.
CCc1ccc(NC(=O)CSc2n[nH]c(-c3cccc([N+](=O)[O-])c3)n2)cc1 was read as Pf apPOL inh 0.5 and mHTT CaM bind 19.0.
`CCc1nc(NCCN(CC)CC)c(C#N)c2c1CCCC2` gave Pf apPOL inh -1.2 and mHTT CaM bind -2.0.
Screening CC1(C)C([N+](=O)[O-])C(c2ccccc2O)NC(c2ccccc2O)C1[N+](=O)[O-] (centres undefined) returned Pf apPOL inh -1.4 and mHTT CaM bind 36.0.
CCCS(=O)(=O)N1CCC(n2c(-c3ccc(OC)cc3)nc3cccnc32)C1 (centres undefined) was read as Pf apPOL inh -0.5 and mHTT CaM bind 0.2.
`CC(C)Cn1cc(C(=O)NCCC2=CCCCC2)c2c3ccccc3n(C)c2c1=O` gave Pf apPOL inh -2.7 and mHTT CaM bind -4.0.
Cc1ccc(CC(=O)Nc2cnc(-c3cccnc3)nc2)cc1 was read as Pf apPOL inh -3.4 and mHTT CaM bind 13.9.
For COC(=O)c1ccc(C(=O)Nc2ccc3c(c2)N(C(=O)C(C)(C)C)CC3)cc1 the results were Pf apPOL inh -3.5 and mHTT CaM bind -1.6.
For Cc1ccc(-c2nc(-c3ccc(C(=O)N4CCC(C)CC4)s3)no2)cc1 the results were Pf apPOL inh -0.9 and mHTT CaM bind -4.7.
For Cc1ccc([C@H]2C[C@H](n3cc(-c4ccc(F)cc4)nn3)[C@@H](O)CN2CC2CCCCC2)cc1 the results were Pf apPOL inh -2.2 and mHTT CaM bind 5.6.
COc1cc(S(=O)(=O)NCC2CCCO2)c(C)cc1Br (centres undefined) was read as Pf apPOL inh -7.7 and mHTT CaM bind -14.4.
`O=C(NNC(=S)Nc1ccccc1Cl)c1ccncc1` gave Pf apPOL inh -10.5&-16.4.
